Assay outcomes: PubChem, several laboratories
DNMT1 block: inhibitors of human DNMT1 | DNMT1 molecular beacon, Hinp1I cleavage, fluorescence | inhibition (reported as % activation of signal), % at 10 µM | 360,000 compounds, 0.83% hits | P26358; in the data active means inhibition above about 50%
NadD block: inhibitors of Staphylococcus aureus NadD. purified NadD enzyme, colorimetric absorbance read-out. inhibition, % at 20 µM. 360,000 compounds, 0.78% hits; in the data active means inhibition above about 26%; further: some compounds past the cut are filed as inactive
SKN-1 block: C. elegans SKN-1 inhibition; AID 624304; inhibition, % at 21.8 µM; 360,000 compounds, 0.49% hits; C. elegans VP596 Pgst-4::GFP/RFP ratio, acrylamide-induced, 24 h;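 active means interference check ratio from 0.5 to 1.5 plus GFP to RFP signal ratio inhibition reaching or exceeding a fixed threshold, cut at about 30% in these data, passing the limit was not always enough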; further: some compounds called inactive have numbers as strong as hits
SUMO1 PPI mod: alters human SUMO1 binding to SIM partners; P63165; SUMO1 binding to a labelled peptide, TR-FRET, 1 h; inhibition, % at 20 µM; 360,000 compounds, 0.33% hits; AID 602429; in the data active means inhibition above about 37%
Target sequence (P63165 whole entry, looked up): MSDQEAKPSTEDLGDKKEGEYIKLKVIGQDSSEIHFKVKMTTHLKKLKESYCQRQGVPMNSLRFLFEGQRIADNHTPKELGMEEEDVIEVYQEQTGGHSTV
Scp-1 inhibitor: inhibitors of human Scp-1 phosphatase; inhibition, % at 20 µM; Recombinant Scp1, phosphopeptide, malachite green phosphate absorbance; 340,000 compounds, 0.88% hits; AID 493091; Q9GZU7;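 active means inhibition above about 50% at 20 µM, limit read from the data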;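 further: plate controls were DMSO wells with enzyme for no effect and wells lacking enzyme for full effect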
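Assay system: SCP-1 catalytic fragment, aa 76-261 | Buffer or medium: Tris acetate buffer pH 5.5 with MgCl2 and Tween-20 | Compound: One concentration, 20 µM, with 1.0% DMSO | Also added: Phospho 17-mer peptide substrate | Signal: Absorbance at 630 nm | Incubation: 45 min enzyme reaction at room temperature | Measure: % inhibition of SCP-1 phosphate liberation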
LMPTP block: blocks human LMPTP phosphatase; recombinant LMPTP-A, OMFP fluorogenic substrate, fluorescence intensity; 360,000 compounds, 0.22% hits; P24666; inhibition, % at 20 µM; AID 651560;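 active means compounds that cut the enzyme signal by at least half of the control window in the single-dose screen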;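 further: plate controls were DMSO wells with enzyme plus substrate for no effect and substrate without enzyme for full effect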
Target sequence (P24666 whole entry, looked up): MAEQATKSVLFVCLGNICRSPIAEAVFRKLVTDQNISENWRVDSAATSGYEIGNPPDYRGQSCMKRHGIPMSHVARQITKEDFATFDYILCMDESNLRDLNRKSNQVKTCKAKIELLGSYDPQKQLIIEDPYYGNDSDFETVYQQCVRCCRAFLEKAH
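Material: LMPTP-A; amount: 0.625 nM enzyme; doses: single 20 µM dose; times: reaction 50 min, room temperature, dark; technique: fluorescence intensity of OMFP turnover product; benchmarks: no-enzyme and uninhibited controls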
NRP1-CendR mod: alters CendR peptide binding to human NRP-1; 360,000 compounds, 0.85% hits; inhibition, % at 25 µM; FAM-RPARPAR peptide binding to NRP-1, fluorescence polarization; O14786;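 active means inhibition or corrected inhibition above about 18%, plus a signal ratio from 0.5 to 1.5, limit read from the data, passing the limit was not always enough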; further: strong numbers were not always called active
TbMetRS inhib: blocks T. brucei methionyl-tRNA synthetase activity; purified T. brucei MetRS, ATP depletion, Kinase-Glo luminescence; inhibition, % at 11.9 µM; 360,000 compounds, 0.4% hits; AID 624268;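 active means inhibition above a per-plate cutoff of the control wells' mean inhibition plus 3 SD, cut at about 5.5% in these data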;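 further: 0% = DMSO wells median and 100% = median of wells with control inhibitor compound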
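Material: T. brucei methionyl-tRNA synthetase, purified; reagent: substrates ATP, L-methionine and bulk Escherichia coli tRNA; dosing: 11.9 µM single point; timing: 15 min plus 2 h at 25 °C; detection: luminescence of leftover ATP; evaluation: % inhibition; control set: DMSO-only wells as low control; replicates: singlicate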
Neddyl block: blocks human cullin neddylation; AID 651699; 360,000 compounds, 0.58% hits; calls only at 25 µM; TR-FRET cullin neddylation, biochemical; in the data active means inhibition above about 36%
Target sequence (P61081 whole entry, looked up): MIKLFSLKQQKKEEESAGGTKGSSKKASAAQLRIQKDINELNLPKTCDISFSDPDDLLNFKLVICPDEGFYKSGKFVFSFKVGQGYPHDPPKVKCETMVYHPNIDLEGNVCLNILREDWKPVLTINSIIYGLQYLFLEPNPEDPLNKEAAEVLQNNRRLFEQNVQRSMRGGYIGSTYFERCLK
Target sequence (Q13564 whole entry, looked up): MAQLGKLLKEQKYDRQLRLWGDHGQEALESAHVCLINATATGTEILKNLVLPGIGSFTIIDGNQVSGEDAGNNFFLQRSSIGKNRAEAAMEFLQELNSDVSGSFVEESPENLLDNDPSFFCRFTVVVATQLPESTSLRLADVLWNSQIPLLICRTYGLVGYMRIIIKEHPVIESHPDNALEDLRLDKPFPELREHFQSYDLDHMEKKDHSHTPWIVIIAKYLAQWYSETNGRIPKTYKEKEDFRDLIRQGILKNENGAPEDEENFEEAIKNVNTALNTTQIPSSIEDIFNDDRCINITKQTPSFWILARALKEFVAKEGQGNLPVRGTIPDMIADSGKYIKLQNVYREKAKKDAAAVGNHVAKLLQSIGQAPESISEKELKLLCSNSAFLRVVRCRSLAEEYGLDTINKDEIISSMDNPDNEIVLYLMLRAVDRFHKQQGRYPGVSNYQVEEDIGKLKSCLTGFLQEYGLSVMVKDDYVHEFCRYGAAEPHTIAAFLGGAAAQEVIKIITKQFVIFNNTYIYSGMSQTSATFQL
STEP inh: inhibitors of human striatal-enriched phosphatase STEP | inhibition, % at 20 µM | AID 588621 | recombinant STEP, OMFP fluorogenic substrate, fluorescence | 360,000 compounds, 0.25% hits;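 active means inhibition at 20 µM, scaled per plate between control wells, above about 37%, limit read from the data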;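 further: 0% = DMSO with enzyme and substrate and 100% = substrate only without enzyme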
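Test system: STEP tyrosine phosphatase / Reagent: OMFP at 25 µM / Doses: 20 µM, 1% DMSO / Read-out: percent inhibition scaled to no-enzyme and uninhibited-enzyme controls, plate-pattern corrected / Detection: FITC-channel fluorescence of OMFP product / Medium: Bis-Tris buffer pH 6.0, 2.5 mM DTT, 0.005% Tween 20 / Schedule: 20 min at room temperature, dark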
* = called active by the depositor; i = inactive.

SMILES | DNMT1 block | NadD block | SKN-1 block | SUMO1 PPI mod | Scp-1 inhibitor | LMPTP block | NRP1-CendR mod | TbMetRS inhib | Neddyl block | STEP inh
COc1ccc(NC(=O)C2CCC(CNS(=O)(=O)c3cccs3)CC2)cc1OC (centres undefined) | 0 | -8 | -16 | 6 | -7 | 0.5 | 2 | -1.5 | i | -1
CCC(Cc1ccccc1)NC(=O)Cn1cccc1C(=O)c1ccccc1 (centres undefined) | 0 | 2 | 15 | 7 | -4 | 0.3 | -7 | -0.4 | i | 1
Cc1ccc(C)c(S(=O)(=O)NCC(c2ccco2)N2CCc3ccccc3C2)c1 (centres undefined) | 1 | 0 | 3 | 8 | -1 | 4.0 | 6 | -0.3 | i | 2
CCOC(=O)C(=O)/C(=C\N(C)C)c1onc(-c2ccccc2Cl)c1C(=O)OC | 1 | -5 | 4 | -1 | -9 | -1.4 | -3 | -0.1 | i | -1
COc1ccc(S(=O)(=O)n2cnc(C)c2)cc1 | -2 | 4 | 11 | -3 | -4 | -0.6 | 16 | -0.7 | i | -1
CCC(CC)NC(=O)/C=C/c1cccc([N+](=O)[O-])c1 | 4 | -7 | 3 | -14 | 0 | -2.9 | -3 | -0.6 | i | -1
CC(C)n1nnnc1SCC(=O)NCc1ccc2c(c1)OCO2 | 1 | -2 | 10 | 0 | -4 | -1.9 | -4 | -2.0 | i | -2
CN(C(=O)CSc1nnc(-c2ccco2)n1Cc1ccccc1)C1CCS(=O)(=O)C1 (centres undefined) | 1 | -1 | 6 | 6 | -7 | 0.1 | -2 | -0.4 | i | -1
COc1cc(-c2noc(C)c2C(=O)NCCCN2CCOCC2)cc(OC)c1OC | 3 | -7 | 13 | -2 | -4 | -5.5 | 13 | 0.1 | i | -2
Cc1cc(C)cc(NCC(=O)Nc2c(C)cccc2C)c1 | -2 | 7 | 2 | -1 | -7 | -1.3 | -5 | 0.2 | i | 1
COC(=O)c1ccc(CNC(=O)Cn2cnc(C(=O)Nc3ccc(C)c(C)c3)n2)cc1 | 22 | -5 | -4 | -3 | 1 | -1.1 | 0 | -0.3 | i | -5
Cc1ccc2cc(C)c(N3CCC(C)CC3)nc2c1 | 81* | -4 | 10 | 2 | -2 | 0.4 | -12 | -0.2 | i | 2
CC1(C)CC(=O)C(C2C3=C(CC(C)(C)CC3=O)Oc3ccc4ccccc4c32)C(=O)C1 (centres undefined) | 2 | 3 | 6 | -7 | -3 | 1.8 | 1 | -1.1 | i | -3
CSc1cccc(NS(=O)(=O)c2ccc3c(c2)oc(=O)n3C)c1 | 2 | -4 | -11 | 8 | -12 | -0.9 | 7 | 0.7 | i | -3
CCOc1ccc(N)cc1OC | -14 | 2 | -8 | 1 | -5 | -0.3 | -6 | 0.2 | i | 4
COc1ccc(N2CC(C(=O)N[C@@H](C)C(=O)NCCc3ccccc3)CC2=O)cc1 (some centres undefined) | 2 | -1 | 2 | 11 | -11 | 0.2 | 1 | -0.4 | i | 2
CS/C(=N/S(=O)(=O)c1ccc(C)cc1)c1ccccc1 | -2 | -1 | -4 | -1 | -8 | -0.4 | 2 | -1.9 | i | -1
c1ccc(Cn2c[n+](Cc3ccccc3)c3ccccc32)cc1 | 3 | 3 | 35* | 1 | 0 | -0.7 | 12 | -0.2 | i | -1
C#CCOCCOCCOCCNc1nc(N2CCN(C(=O)[C@H](CCCN=C(N)N)n3cc(C(N)[C@@H](C)CC)nn3)CC2)nc(N2CCN(C(=O)[C@H](CC(N)=O)n3cc([C@@H](N)CC(N)=O)nn3)CC2)n1 (some centres undefined) | 7 | -2 | 7 | -89 | -4 | -4.3 | -5 | -0.5 | i | 0
O=C(Nc1cc(S(=O)(=O)N2CCOCC2)ccc1N1CCCCC1)c1ccc(Cl)cc1 | -6 | 6 | 14 | -3 | -5 | 6.1 | 0 | 0.0 | i | 10
CCn1c(COc2ccc3c(c2)OCO3)nnc1SCC(=O)c1ccc(Cl)cc1 | 17 | -1 | -8 | 17 | 0 | 0.2 | 8 | -0.6 | i | 0
CN(C)CC(C)(C)CNC(=S)NCc1ccc2c(c1)OCO2 | 3 | 0 | -8 | -2 | 0 | -2.4 | -4 | -1.1 | i | 0
O=C(NCc1cccs1)Nc1cccc(Cl)c1 | 2 | -3 | 0 | -1 | -10 | 0.1 | -2 | -1.2 | i | -1
CC1(C)OC(=O)C(=CNC(Cc2c[nH]c3ccccc23)C(=O)O)C(=O)O1 (centres undefined) | 8 | -4 | 9 | -4 | -7 | -0.9 | -2 | -0.4 | i | 0
COc1cc(C2C3=C(CC(C)(C)CC3=O)Nc3ccccc3N2C(C)=O)cc(OC)c1OC (centres undefined) | 2 | -1 | 0 | 4 | 4 | -1.0 | -1 | -0.6 | i | 0

Entries of single compounds, quoted from the list.
CN(C)CC(C)(C)CNC(=S)NCc1ccc2c(c1)OCO2 in the list: DNMT1 block: 3; NadD block: 0; SKN-1 block: -8; SUMO1 PPI mod: -2; Scp-1 inhibitor: 0; LMPTP block: -2.4; NRP1-CendR mod: -4; TbMetRS inhib: -1.1; Neddyl block: i; STEP inh: 0
Cc1ccc(C)c(S(=O)(=O)NCC(c2ccco2)N2CCc3ccccc3C2)c1 (centres undefined) in the list: DNMT1 block: 1; NadD block: 0; SKN-1 block: 3; SUMO1 PPI mod: 8; Scp-1 inhibitor: -1; LMPTP block: 4.0; NRP1-CendR mod: 6; TbMetRS inhib: -0.3; Neddyl block: i; STEP inh: 2

Continuation.
SMILES | DNMT1 block | NadD block | SKN-1 block | SUMO1 PPI mod | Scp-1 inhibitor | LMPTP block | NRP1-CendR mod | TbMetRS inhib | Neddyl block | STEP inh
O=C(c1cccc(S(=O)(=O)N2CCOCC2)c1)N1CCN(S(=O)(=O)c2cccs2)CC1 | 1 | -2 | 12 | 2 | -3 | -1.3 | 0 | -0.5 | i | 0
COCCN=C1Sc2nc3cc(C)c(C)cc3cc2CN1Cc1cccs1 | -3 | 18 | 5 | -77 | -2 | 4.8 | -1 | -0.4 | i | 7
Cc1ccc(S(=O)(=O)NC(=O)Nc2ccc(N(C)C)cc2)cc1 | -11 | -7 | 26 | -9 | -9 | 7.1 | 5 | -0.1 | i | 5
COc1ccc(C(=O)Nn2c(SCc3cccc([N+](=O)[O-])c3)nc3ccccc3c2=O)cc1 | -9 | 28* | 11 | 6 | -13 | -0.5 | 6 | -0.1 | i | -2
COc1ccc(Cl)cc1N(CC(=O)N1CCC(C)CC1)S(C)(=O)=O | -2 | -5 | -5 | 2 | -2 | -1.5 | -9 | -1.1 | i | -2
CCN(CC)CCn1c(NCc2ccco2)nc2ccccc21 | 0 | -5 | 2 | 4 | -9 | 3.0 | 7 | 0.3 | i | -4
CCOC(=O)CN(c1ccccc1)S(=O)(=O)c1ccc(F)cc1 | 0 | 0 | 7 | 3 | -7 | -0.6 | -1 | 0.1 | i | 1
CCN(CC)C(=O)CSc1nnc(-c2cccnc2)n1Cc1ccccc1 | 3 | -5 | -14 | -2 | -5 | -0.9 | 14 | -0.6 | i | -3
Clc1ccc(CSc2ccc(-c3ccco3)nn2)cc1 | 0 | -4 | 15 | 3 | -7 | 0.3 | 4 | 0.0 | i | 0
CCN1C(=O)N[C@@H](c2ccco2)C(C(C)=O)=C1C | 4 | 0 | 5 | -3 | -12 | -0.3 | 2 | -0.2 | i | -1
Cc1c(C(=O)NCc2ccccc2)oc2c1C(=O)CCC2 | -1 | -1 | 2 | 11 | -6 | 0.4 | -11 | -0.2 | i | -2
O=C1CCC(CCC(=O)N2CCCC(C(=O)c3ccc4c5c(cccc35)CC4)C2)=NN1 (centres undefined) | 1 | 1 | 22 | -19 | 1 | -0.9 | -8 | -1.0 | i | 0
O=C(COC(=O)c1ccccc1F)NC1CCCC1 | 2 | -9 | 21 | 1 | -12 | -1.9 | 11 | -0.8 | i | -2
CCn1c(=O)cc(SCC(=O)Nc2ccc(Cl)cc2)c2ccccc21 | -7 | -2 | 5 | -4 | -1 | -0.3 | -5 | -0.2 | i | -1
COc1ccc(S(=O)(=O)N2CCN(C(=O)c3cnc(C)cn3)CC2)cc1 | 0 | -3 | 14 | 1 | -3 | -0.6 | -1 | 0.2 | i | 2
CCCC(C(=O)Nc1ccc(S(=O)(=O)N2CCOCC2)cc1)c1ccccc1 (centres undefined) | 5 | -6 | 37* | -4 | 1 | 1.5 | -8 | -0.3 | i | -3
CCN(CC)S(=O)(=O)c1cccc(C(=O)N[C@H](C(=O)OCC(=O)NC(=O)NC)C(C)C)c1 | 2 | -6 | -3 | 0 | -5 | 0.0 | -8 | 0.0 | i | 0
Cc1ccc(Sc2ncnc3onc(C)c23)cc1 | 2 | -3 | -5 | -1 | 4 | 0.8 | 3 | -1.2 | i | -2
Fc1ccc(-c2nc(-c3cnccn3)no2)c(Cl)c1 | -2 | 2 | 38* | -1 | 5 | -0.4 | -9 | -0.3 | i | -1
O=c1c([N+](=O)[O-])c(NC2CCCCC2)c2ccccc2n1-c1ccccc1 | 0 | 3 | 10 | -3 | -4 | 3.2 | -9 | -0.6 | i | 1
CCOc1ccccc1OCC(=O)Nc1cc2c(cc1C(=O)O)OCCCO2 | 1 | -3 | -6 | 4 | -7 | -1.6 | 5 | -0.4 | i | 4
Cc1cc(C(F)(F)F)nn1CC(=O)NCC1CCCO1 (centres undefined) | 8 | -4 | 4 | 3 | -6 | -1.9 | 3 | -0.1 | i | -2
COc1ccc(-c2nc3ccccc3c(=O)n2CCN2CCOCC2)cc1 | 1 | -4 | 8 | 12 | -4 | -0.5 | 11 | 0.6 | i | 2
CCOc1ccc(-c2cnc3n2CCC3)cc1 | -1 | -4 | -14 | 2 | 0 | -0.5 | 6 | -0.4 | i | -1
COCCn1c(C)cc(O)c(C(=O)Nc2cccc(Cl)c2)c1=O | -2 | -7 | 1 | -1 | 7 | 0.8 | -3 | -1.1 | i | -1
CCOC(=O)C1=NOC(Cn2cc(C(C)=O)c(=O)[nH]c2=O)C1 (centres undefined) | 2 | 5 | -11 | 2 | 5 | -0.7 | -5 | -0.5 | i | 2
O=C(Nc1ccn(Cc2ccccc2F)n1)c1ccc(COc2cccc(Br)c2)cc1 | -13 | 2 | 2 | -1 | -15 | 3.5 | -3 | -2.0 | i | 7
O=C(O)c1cc(S(=O)(=O)Nc2ccccc2C(=O)O)ccc1O | 4 | -3 | 7 | 11 | 19 | -0.5 | -43 | -1.4 | i | 4
O=C1NC[C@H](c2ccccc2)N(CCC23CC4CC(CC(C4)C2)C3)C1=O | -9 | 1 | 4 | 32 | 5 | 2.4 | -1 | -0.3 | i | 5
S=C(NCc1cccnc1)Nc1ccc(Oc2ccccc2)cc1 | -7 | -1 | 2 | 2 | -6 | -0.1 | 10 | -0.9 | i | 5
